# All columns: NCI-60 one-dose screen, growth in % after 48 h at 10 µM unless noted; 100 = growth as untreated, 0 = no growth, -100 = all killed.
# BT-549 = BT-549 breast cancer; 4.4% of 78,000 active
# HS 578T = HS 578T breast cancer. 4.1% of 78,000 active. AID 1794788
# T-47D = T-47D breast cancer; 5% of 79,000 active; AID 1794792
# MDA-MB-468 = MDA-MB-468 breast cancer; 8.5% of 78,000 active; AID 2202374
# MCF7 = MCF7 breast cancer; AID 1794796; 6.3% of 82,000 active
# MALME-3M = MALME-3M melanoma | AID 1794766 | 5.8% of 78,000 active
# LOX IMVI = LOX IMVI melanoma; 7.4% of 79,000 active; AID 1794757
# MDA-MB-231 = MDA-MB-231 breast cancer; 5% of 81,000 active
# * hit, by the source's call; . = no result given; [ ] = remark or other dose. How the source made its calls: active means growth percent below 10; inactive means the rest.
SMILES,BT-549,HS 578T,T-47D,MDA-MB-468,MCF7,MALME-3M,LOX IMVI,MDA-MB-231
O=S(=O)(Oc1ccccn1)c1ccc(Br)cc1,101,102,103,87,92,105,96,108
O=C(O)c1cn(C2CC2)c2cc(N3CCN(C(=O)c4ccc(Br)cc4)CC3)c(F)cc2c1=O,.,97,102,98,102,96,76,89
COc1ccc(-c2nn(-c3cccc(Cl)c3)cc2-c2cc(-c3cccs3)no2)cc1,58,62,35,34,33,37,33,35
CC1CC(=O)NN1 (stereo unspecified),105,98,97,100,95,91,103,105
Cc1ccc2c(c1C)CC[C@H]1[C@H]2CCC2=CC(=O)CC[C@@]21C,83,81,65,88,92,.,103,86
CN(C)C(=O)OC1CCCCC1,112,102,104,97,88,94,103,102
CC(C)(C)OC(=O)n1cc(-c2nc(-c3c[nH]c4c(Cl)nccc34)cs2)c2ccccc21,110,94,81,96,63,112,92,88
NC1=NC(c2ccc(Cl)cc2)c2c(n[nH]c2N)N1 (stereo unspecified),106,102,100,120,97,106,97,97
COc1cc2c(c3c1OCO3)C(c1ccc3c(c1)OCO3)=NC(C)C2 (stereo unspecified),126,117,.,84,100,119,100,75
C=C(C)CN=CC1(C)CCC(C)=CO1 (stereo unspecified),102,102,99,99,97,103,96,101
CCOC(=O)COc1ccc(/C(CC)=C(/CC)c2ccc(OCC(=O)OCC)cc2)cc1,102,103,105,76,117,102,96,98
N#Cc1nn(-c2ccccn2)c(N)c1C#N,98,105,84,116,100,103,101,109
CN1CCN(C(=O)CNc2nnc(-c3cccnc3SCc3ccccc3)s2)CC1,89,102,86,98,92,103,92,83
O=C1/C(=C/c2ccccc2O)CC/C1=C\c1ccccc1O,2.0*,71,47,34,24,80,46,44
COc1nc2c(c(=O)n1C)CN(c1ccccc1)C(=O)CN2,.,97,108,104,116,94,97,97
C=C(C)[C@@H]1CC[C@]2(C(=O)N3CCN(C)CC3)CC[C@]3(C)[C@H](CC[C@@H]4[C@@]5(C)C/C(=C/c6ccco6)C(=O)C(C)(C)[C@@H]5CC[C@]43C)[C@@H]12,80,66,73,65,36,67,30,59
N[C@@H](CCC1=NCCN1)C(=O)O,102[20 µM],104[20 µM],98[20 µM],106[20 µM],93[20 µM],91[20 µM],95[20 µM],97[20 µM]
CCc1ccc(C2=C/C(=C/c3ccccc3)C(=O)N2CCc2ccc(S(N)(=O)=O)cc2)cc1,100,97,98,109,96,94,95,100
CC(C)=NNc1ccccn1,63,79,15,13,18,49,30,36
Cn1c(=O)c2c(nc(Cl)n2C)n(C)c1=O,98,82,97,.,103,94,98,100
O=C(O)C(S)c1ccc2ccccc2c1 (stereo unspecified),.,117,101,107,84,105,103,102
CCCCn1c(SCCc2c[nH]c3ccccc23)nnc1-c1ccncc1,103,111,97,95,93,92,103,104
C1=C(c2ccccc2)n2cnc3ncnc(c32)S1,.,92,94,82,88,103,96,96
CN1C(=O)/C(=C2/C(=O)N(C)c3ncccc32)c2cccnc21,82,115,109,96,114,91,101,117
Cc1ccc(C(=O)C2C(=O)C3CCC2C3)cc1 (stereo unspecified),105,106,108,100,98,121,95,107
CS(=O)(=O)N(c1ccccc1[N+](=O)[O-])S(C)(=O)=O,109,106,101,105,99,112,101,118
O=C(O)C(C(=O)O)C1CCCCC1,109,107,97,97,101,108,100,102
COc1ccc(-n2c(NC(=O)N3CCN(C)CC3)c(C#N)c3ccccc32)cc1,58,27,55,38,36,39,9.4*,30
O=c1nc2[nH]c3ccc(Br)cc3c2n[nH]1,97,84,103,98,90,110,91,93
CC1CC2=C(CC1CNCCCN(C)C)C(C)(C)CCC2 (stereo unspecified),102,119,107,69,40,121,61,66
Brc1ccc2[nH]cc(-c3nonc3-c3c[nH]c4ccccc34)c2c1,74,53,5.7*,63,29,57,2.2*,12
Cc1[nH][nH]c(=O)c1C(CC(=O)O)c1cc(=O)oc2ccc(Cl)cc12 (stereo unspecified),107,89,87,106,96,98,98,101
Cn1cc(-c2noc(-c3cn(C)c4ncc(Br)cc34)n2)c2ccccc21,.,107,72,86,70,92,92,76
COc1ccc(-c2cc(NC(=O)Nc3ccccn3)no2)cc1,105,92,101,112,90,98,96,96
CCSc1nc(N)nc2c1ncn2C1OC(CO)C(O)C1O (stereo unspecified),125,105,117,101,98,91,103,99
COC(=O)C(=O)/C(=C\N1C(=O)CC(=O)NC1=S)C(=O)c1ccc([N+](=O)[O-])cc1,101,100,102,105,102,.,97,98
COc1cc(NC(=O)[C@@H]2CCC(=O)N2)cc(OC)c1,100,98,84,100,94,98,97,90
COc1ccc2c(c1)C(C)CC(C)(C)N2C(=O)CSc1ccc(-c2nc3cc(C)c(C)cc3[nH]2)cn1 (stereo unspecified),97,107,53,73,60,109,82,101
CCOC(=O)/C=c1\sc2n(c1=O)NC1C(N=2)N(C)C(=O)N1C (stereo unspecified),99,109,109,100,96,104,97,105
O=c1c2ccccc2n(-c2ccccc2)c2ccccc12,.,108,89,103,98,121,99,106
O=C1/C(=C/c2ccc(N3CCCCC3)cc2)Cc2cc3c(cc21)OCO3,120,107,96,62,58,96,102,94
CNC(=O)Nc1ccc(-c2ccc3ncnc(Nc4cccc(Cl)c4)c3c2)cc1,51,47,-4.1*,-29*,23,53,61,66
Nc1ncnc2c1c(-c1ccc(Oc3ccccc3)cc1)nn2CC1SSCC1O (stereo unspecified),82,67,7.2*,-25*,16,-35*,19,47
COc1ccc(C2N(c3cccc(Cl)c3)N=C(C(C)=O)N2[C@@H]2[C@@H](OC(C)=O)O[C@@H](COC(C)=O)[C@H](OC(C)=O)[C@H]2OC(C)=O)cc1 (stereo partly specified),74,90,48,46,60,105,73,74
CC(=O)[C@H]1CC[C@H]2[C@@H]3CCC4CC(=O)CC[C@]4(C)[C@H]3C(C)(O)C[C@]12C (stereo partly specified),105,107,103,96,97,159,96,108
CCOC(=O)c1ccc(C=O)cc1,.,94,93,97,98,99,97,114
CN(C)C(=O)c1ccc(Cl)c(Cl)c1,.,95,.,102,95,97,101,108
CN(C(=O)c1ccc(C(F)(F)F)cc1)c1sc2c(c1C#N)CCC(=O)C2,74,86,52,84,91,111,51,85
COc1cc(C(CC(=O)c2ccccc2)CC(=O)c2ccccc2)ccc1O,113,98,92,103,93,112,97,101
O=C(Nc1ccc(-c2n[nH]c(=S)o2)cc1)c1ccccn1,95,95,101,116,91,105,97,105
COC(=O)[C@]12CC[C@@H](C(C)=O)[C@@H]1[C@H]1CC[C@@H]3[C@@]4(C)c5c([nH]c6ccccc6c5=O)C(C)(C)[C@@H]4CC[C@@]3(C)[C@]1(C)CC2,111,107,93,117,97,112,96,103
c1coc(-c2nc(N=C3N=c4ccccc4=N3)[nH]c2-c2ccco2)c1,103,108,93,110,95,96,95,86
Nc1cccc(NC(=O)c2cccc(N)c2)c1,98,109,98,114,92,98,96,95
CCCCCCCCCCCC[n+]1ccccc1,-37*,6.1*,4.7*,-24*,5.2*,0.5*,-41*,-2.6*
O=C(CCc1nnc(-c2cc(O)c(O)c(O)c2)o1)c1nc2ccccc2[nH]1,88,102,66,102,91,93,99,112
N/C(=N/S(=O)(=O)c1ccc(N)cc1)c1ccccc1,100,105,89,90,100,92,97,99
O=S1(=O)N(CCNc2nccc(-c3c(-c4cccc(O)c4)nc4sccn34)n2)CCN1Cc1ccccc1,70,.,51,94,59,51,29,53
Cc1ccc(/C=N\NC(=O)c2ccccc2)cc1,105,107,110,108,102,115,102,109
O=S(=O)(Nc1cc(Sc2cccc3cccnc23)c(O)c2ccccc12)c1ccccc1,31,40,-26*,-43*,-55*,0.4*,-50*,25
NNC(=O)CCCO,112,107,107,97,100,.,111,136

# (continued)
SMILES,BT-549,HS 578T,T-47D,MDA-MB-468,MCF7,MALME-3M,LOX IMVI,MDA-MB-231
COc1ccc(Cn2cc3c(c2-c2cc(OC)c(OC)c(OC)c2)CCc2cnoc2-3)cc1OC,68,87,85,68,68,87,68,67
CCCCC1COc2cccc3c2N1C=C/C3=C\C(=O)N(C)c1ccc(OC)cc1 (stereo unspecified),118,105,88,93,102,106,97,103
Cc1ccc2c(c1)C(C)Cc1c(ncnc1-n1cnc3ccccc31)N2C (stereo unspecified),-1.4*,8.0*,50,31,14,66,34,25
COc1cc2c3c(c4cc(OC)c(OC)cc4c2cc1OC)CN(Cc1ccccc1)CC3,88,74,76,84,55,76,60,53
CCCCC(CC)(CO)CCC (stereo unspecified),119,103,107,94,92,89,89,107
C=C(C)[C@@H]1CC[C@]2(C(=O)N3CCN(C)CC3)CC[C@]3(C)[C@H](CC[C@@H]4[C@@]5(C)C/C(=C/c6ccccn6)C(=O)C(C)(C)[C@@H]5CC[C@]43C)[C@@H]12,81,86,59,62,42,53,.,72
CC(O)C(NC(=O)C(Cl)Cl)C(=O)O (stereo unspecified),109,103,95,124,88,116,107,115
COc1ccc(-c2nc(SCCC(C)C)nc(Nc3ccccc3)c2C#N)cc1,99,98,75,94,91,95,92,85
Fc1cc2c(cc1Cl)N(c1ncnc3ccc(-c4cnc5[nH]ncc5c4)cc13)CC2,63,26,18,49,31,77,47,53
N#Cc1cnc(Nc2nc3ccccc3s2)nc1N,106,95,103,.,92,82,92,95
COc1ccc(-c2c(C#N)c(N)n(Cc3nc4ccccc4[nH]3)c(=O)c2C#N)c(OC)c1,104,98,81,81,49,112,93,84
N#Cc1ccc(-c2nn(-c3ccc(C(=O)O)cc3)cc2CNc2ccc(Oc3ccccc3)cc2)cc1,-5.5*,54,23,103,60,94,24,72
COc1ccc(OC)c(-c2[nH]c3ncc(-c4ccc(Cl)cc4)n3c(=O)c2C#N)c1,110,101,87,105,91,108,86,87
CCCCCCCCCCCC(=O)OCC1OC(n2cnc3c(=S)nc[nH]c32)C(OC(=O)CCCCCCCCCCC)C1OC(=O)CCCCCCCCCCC (stereo unspecified),67,97,41,.,48,68,39,93

# High-throughput results (PubChem)
